AmpC inh detg – AmpC beta-lactamase inhibition with detergent present. P00811. AmpC hydrolysis of nitrocefin, absorbance 480 nm, 0.01% Triton. Potency, µM (titrated, usually from 114 µM), without a hit: at the top dose activity change, negative = inhibition, most hits filed as inhibitors. actives 0.041% (n = 370,000);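 note: potency is the fitted concentration of half-maximal effect; 0% = no-compound wells and -100% = no-enzyme wells; nearly all actives have a fitted effect of over 25% in size; some results filed as inactive show a strong effect at the top dose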
Target sequence (P00811 whole entry, looked up): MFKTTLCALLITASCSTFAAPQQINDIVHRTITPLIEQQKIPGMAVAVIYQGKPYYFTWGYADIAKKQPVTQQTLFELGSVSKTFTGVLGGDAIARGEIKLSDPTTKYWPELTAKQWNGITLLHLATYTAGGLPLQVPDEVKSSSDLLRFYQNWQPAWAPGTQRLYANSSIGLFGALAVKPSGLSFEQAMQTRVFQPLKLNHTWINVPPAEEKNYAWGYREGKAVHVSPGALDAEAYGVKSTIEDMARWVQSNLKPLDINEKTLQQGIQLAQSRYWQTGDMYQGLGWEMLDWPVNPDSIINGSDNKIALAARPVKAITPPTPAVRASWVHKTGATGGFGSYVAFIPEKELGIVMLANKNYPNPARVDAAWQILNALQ
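20 mM phosphate pH 7.0 + 0.01% (detergent screen) or 0.0001% Triton X-100; 5.3 nM AmpC reagent; cpd preinc 15 min RT; nitrocefin (800 uM stock) to start; A480 q20 s × 4 min; Activity was normalised to no-enzyme and no-compound control wells.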
Giardia FBPA inh – blocks Giardia fructose-bisphosphate aldolase activity; actives 0.71% (n = 290,000); Potency, µM (highest dose often 59.6 µM), for inactives: top-dose activity, negative = inhibition, actives largely listed as inhibitors; purified Giardia FBPA; AID 2451; A8B2U2; note: potency is the fitted concentration of half-maximal effect; nearly all actives have a fitted effect of over 55% in size
Target sequence (A8B2U2 whole entry, looked up): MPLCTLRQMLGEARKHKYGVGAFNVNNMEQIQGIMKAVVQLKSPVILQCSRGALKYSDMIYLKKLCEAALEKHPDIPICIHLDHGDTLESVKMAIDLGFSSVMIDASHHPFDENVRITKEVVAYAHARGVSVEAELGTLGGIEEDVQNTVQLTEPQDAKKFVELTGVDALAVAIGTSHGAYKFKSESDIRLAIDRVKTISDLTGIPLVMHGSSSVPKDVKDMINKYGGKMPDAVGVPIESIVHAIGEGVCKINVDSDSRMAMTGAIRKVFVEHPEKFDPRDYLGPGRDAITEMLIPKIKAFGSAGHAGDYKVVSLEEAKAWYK
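Giardia FBPA (40 nM reagent) was preincubated 10 min at RT with compound (up to 57.5 uM final), then substrate plus GAPDH/TPI/NAD/arsenate coupling system with diaphorase/resazurin was added; resorufin fluorescence (525/598 nm) was read after 20 min.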
AMA1 RON2 block – AMA1-RON2 (P. falciparum) interaction inhibition | actives 0.2% (n = 360,000) | AlphaScreen AMA1-biotinylated RON2 peptide binding | AID 720542 | Potency, µM (highest dose often 58.2 µM), without a hit: at the highest dose activity change, negative = inhibition, actives largely listed as inhibitors;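 note: potency is the fitted concentration of half-maximal effect; 0% = vehicle wells and -100% = peptide control; nearly all actives have a fitted effect of over 45% in size; some results filed as inactive show a strong effect at the top dose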
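AMA1 (3D7) with his tag at 25 nM final met compounds first, then biotinylated RON2 peptide at 25 nM; detection used donor plus acceptor beads, 10 µg/mL apiece, read by AlphaScreen after 30 min at room temperature.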
HCMV antiviral – human cytomegalovirus inhibition; HFF cells, HCMV-luciferase reporter, 72 h; hits give low values; activity change, negative = inhibition, % at 57.5 µM; actives 4.5% (n = 410,000); AID 1259415; in the data active = activity change below about -60%; inconclusive = no clear call, values can overlap the other calls; inactive = above about -39%
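Steps: HFFs plated, 16 h 37C; compounds added; HCMV-luciferase added to MOI 1 PFU/cell; 72 h 37C; OneGlo reagent, 5 min room temperature; luminescence read, normalized to controls.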
HCV inhibitor – HCV inhibition | Huh7.5.1 HCVcc-Cre infection, luciferase reporter, 44 h | Potency, µM (highest dose often 41.8 µM), for inactives: at the highest dose activity change, negative = inhibition, usual class: inhibitors | actives 3.4% (n = 340,000); note: potency is the fitted concentration of half-maximal effect
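1,000 cells/well; 4 h culture; + compound; + HCVcc-Cre (~0.5 moi); 44 h; luciferase substrate, RT 15 min; read 15 sec.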
Sm TGR block – blocks Schistosoma mansoni thioredoxin glutathione reductase; Potency, µM (highest dose often 114 µM), without a hit: at the highest dose activity change, negative = inhibition, actives largely listed as inhibitors; actives 3% (n = 360,000); Q962Y6; purified TGR, DTNB reduction, TNB absorbance 405 nm; note: potency is the fitted concentration of half-maximal effect; nearly all actives have a fitted effect of over 60% in size
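TGR 20 nM + NADPH 100 uM (dispensed conc.), cpd preinc 15 min RT; start with NADPH (500 uM addition) then DTNB (15 mM addition). Kinetic TNB absorbance, 405 nm filter. Four-parameter Hill fit across titration.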
* = called active by the depositor; ? = inconclusive; / = no result given; & = joins results of further samples; [ ] = dose if it differs, or a comment. Unless noted, calls come from the whole dose curve; as a rule, active = well fitted curve in the direction sought with a large enough effect; inconclusive = small, poorly fitted or top-dose-only effect, or another doubt; inactive = no such curve, though single readings can be large; an effect the other way counts as inactive or inconclusive. Unless noted, % is set by controls: 0 for no effect and ±100 for the full control effect.

molecule	AmpC inh detg	Giardia FBPA inh	AMA1 RON2 block	HCMV antiviral	HCV inhibitor	Sm TGR block
COc1ccc(C(=O)Nc2ccc(C3(C#N)CCCC3)cc2)cc1OC	?	-5%	-9%	-2	?	4%
O=C(N/N=C/c1c(Cl)cccc1Cl)c1n[nH]c2c1CCCC2	4%	-3%	21%	?	?	-6%
Cc1csc(SCc2nnc(-c3ccc(Cl)cc3)o2)n1	-1%	-9%	-12%	10	-3%	1%
CC(C)c1ccccc1NC(=O)COC(=O)c1ccc(Cl)c(S(=O)(=O)N2CCCCCC2)c1	1%	4%	13%	11	-21%	4%
CCC(=O)Nc1nonc1-c1nc2ccccc2n1CC(C)C	?	8%	7%	?	?	5%
CCSc1nc2ccccc2n1CC(=O)N1CCOCC1	24%	-4%	0%	-18	20%	8%
COc1ccc(-n2c(/C=C/c3cccc4ccccc34)nc3ccccc3c2=O)cc1OC	-5%	/	/	-4	/	1%
COc1cccc(CN2C(=O)c3cccc(N)c3C2=O)c1	-12%	3%	87%[activator]	14	25%	1%
NC(=O)c1ccsc1NC(=O)COC(=O)Cc1cccc2ccccc12	1%	-11%	-15%	-26	?	7%
CCc1n[nH]c(=S)n1/N=C/c1ccc(N(CC)CC)cc1	-4%	-7%	29%	?	-21%	1%
O=C(CSc1nc2scc(-c3ccccc3)c2c(=O)[nH]1)N1CCOCC1	-4%	/	8%	1	/	-9%
COC(=O)c1ccc2c(=O)n3nc(Nc4cc(OC)ccc4OC)sc3nc2c1	6%	/	/	?	/	2%

Brought forward from above: 4 entries, followed by the next part.
molecule	AmpC inh detg	Giardia FBPA inh	AMA1 RON2 block	HCMV antiviral	HCV inhibitor	Sm TGR block
NC(=O)c1ccsc1NC(=O)COC(=O)Cc1cccc2ccccc12	1%	-11%	-15%	-26	?	7%
CCc1n[nH]c(=S)n1/N=C/c1ccc(N(CC)CC)cc1	-4%	-7%	29%	?	-21%	1%
O=C(CSc1nc2scc(-c3ccccc3)c2c(=O)[nH]1)N1CCOCC1	-4%	/	8%	1	/	-9%
COC(=O)c1ccc2c(=O)n3nc(Nc4cc(OC)ccc4OC)sc3nc2c1	6%	/	/	?	/	2%
Cc1ccc(OCCC(=O)Nc2ccccc2C(=O)N2CCCCC2)cc1	?	/	41%[activator]	2	9%	4%
CCOC(=O)Cc1nnc(NC(=O)C2CCCCC2)s1	4%	4%	-4%	26	10%	/
C=CCc1ccc(OCCOc2cccc(/C=N/n3cnnc3)c2)c(OC)c1	/	/	?	107	?	/
Cc1cccc(C(=O)NCC(=O)OCC(=O)c2ccc(Cl)s2)c1	-18%	/	-2%	7	14%	-14%
COc1cccc(Cn2c(=O)n(-c3cccc(Cl)c3)c(=O)c3c4c(sc32)CN(C(C)=O)CC4)c1	21%	/	/	-10	/	18%
CCCOc1ccc(CCC(=O)N/N=C/c2ccc([N+](=O)[O-])o2)cc1	3%	-1%	51%[activator]	29	?	-16%
NS(=O)(=O)c1cccc(NC(=O)Nc2ccccc2)c1	-7%	-2%	16%	20	6%	-17%
COc1ccc(Cc2n[nH]c(=S)o2)cc1	1%	-27%	-14%	-25	15%	35µM*
N#CC1=C(N)Oc2n[nH]c(-c3ccc(F)cc3)c2C1c1cccnc1 (configuration not stated)	-4%	-11%	9%	-19	17%	-3%
O=c1c2ccccc2nc(/C=C/c2ccc(O)cc2)n1-c1ccc(O)cc1	-7%	12%	0%	-19	?	4%
O=C(O)C1CCN(C(=O)CSc2nnc(-c3ccccc3)o2)CC1	/	/	4%	0	6%	/
O=C1C2C3C=CC(C2C(=O)N1c1ccc(O)cc1)C1C2C(=O)N(c4ccc(O)cc4)C(=O)C2C31 (configuration not stated)	1%	-25%	0%	1	24%	50µM*
COc1ccnc(Oc2ccccc2)c1C(=O)N/C=N/OCc1ccccc1F	2%	1%	-13%	2	-18%	-10%
COc1ccc(OC)c(S(=O)(=O)N2CCCC(C(=O)NCCN3CCOCC3)C2)c1 (configuration not stated)	9%	12%	4%	-7	-9%	8%
O=C(N/N=C/c1ccncc1)c1ccccc1	-1%	1%	1%	?	3%	19%
CN(Cc1c(F)cccc1Cl)C(=O)c1ccc(COc2ccccc2)cc1	7%	/	74%[activator]	-32	-16%	-21%
CCOC(=O)c1cc2sccc2n1CC(=O)N1CCN(C(=O)c2ccco2)CC1	?	2%	-2%	9	1%	-8%
Cc1ccc(COC(=O)c2cccc(S(=O)(=O)N3CCCCCC3)c2)cc1	4%	/	29%	4	10%	-2%
COC(=O)C1=COC(C)C2CN3CCc4c([nH]c5cc(OC)c(OC)cc45)C3CC12 (configuration not stated)	-15%	?	-9%	-3	?	20µM*
CC(/C=C/c1ccc2c(c1)OCO2)=N\NC(=O)c1cccc([N+](=O)[O-])c1	-5%	17%	56%[activator]	-18	?	-10%
CSc1ccccc1OCc1cc(C(=O)N[C@H]2CCCCNC2=O)no1	-11%	/	-15%	79	2%	-2%
COc1ccc(COCC(O)CN2CCc3ccccc3C2)cc1OC (configuration not stated)	-9%	-6%	-3%	-7	-29%	6%
COc1ccc(NC(=O)CCC(=O)OCc2ccc(C(=O)Oc3ccc(Cl)cc3)cc2)cc1	?	12%	1%	9	6%	0%
O=C(CN1CCN(C2CCS(=O)(=O)C2)CC1)N1N=C(c2ccc(Cl)cc2)CC1c1ccco1 (configuration not stated)	0%	/	-9%	1	-27%	1%
CCN(c1ccc(OC)cc1)S(=O)(=O)c1c(C(=O)N2CCCCCC2)c(C)n(C)c1C	20%	/	/	-29	/	-6%
Cc1ccc(C)c(OCCCn2c(-c3ccc(Cl)cc3)nc3ccccc3c2=O)c1	12%	/	/	34	/	8%
COc1cc(OC)cc(-n2nnnc2SCC(=O)N2CCCC2)c1	?	6%	9%	-12	-12%	-9%
O=C(NC1CCCCC1)NC1CC2CCC(C1)N2C(=S)NCc1ccco1 (configuration not stated)	6%	1%	19%	35	7%	1%
CCN(CC)CCCNC(=O)c1ccc2c(c1)NC(=O)C(CS(=O)(=O)Cc1cccc(Br)c1)N2 (configuration not stated)	-1%	/	/	39	/	-16%
CCN1C(=O)/C(=C/c2ccc3c(c2)CCN3CCCCl)C(=O)NC1=S	-2%	-17%	10%	-33	9%	8.9µM*
COCCCNC(=O)c1c(NC(=O)c2cc(=O)c3cc(C)c(C)cc3o2)sc2c1CCCC2	3%	/	/	11	/	3%
CCC(C)NC(=O)c1ccc(CSCc2ccc(Cl)cc2)o1 (configuration not stated)	3%	5%	-9%	-13	-19%	0%
COc1ccc(NC(=O)CSc2nc3c(oc4ccccc43)c(=O)n2Cc2ccco2)cc1Cl	17%	/	/	-98*	/	2%
O=c1cc(-c2ccccc2)oc2cccc(O)c12	/	3%&-10%	-12%	19	6%	/
CCOc1ccc(CNS(=O)(=O)c2cccs2)cc1OCC	-6%	0%	-2%	6	-15%	-20%
CCCCC(=O)Nc1ccc(C(=O)NCCN2CCOCC2)cc1	?	-1%	5%	-2	-6%	0%
CN(C)CCCN1C(=O)c2cc3ccccc3cc2C1=O	0%	6%	0%	19	13%	-16%
CCOC(=O)C1CCCN(C(=O)/C=C/c2ccccc2[N+](=O)[O-])C1 (configuration not stated)	-6%	-15%	-5%	35	1%	-14%
CC(=O)c1ccc(S(=O)(=O)Nc2c(C)nn(C)c2C)cc1	-8%	/	-1%	-34	?	?
O=C(Nc1nc(-c2cccs2)c(-c2cccs2)s1)C1CCCC1	?	-3%	-27%	41	?	-9%
O=C(/C=C\c1ccc2c(c1)OCO2)NC1CC(=O)N(c2cccc(F)c2)C1 (configuration not stated)	3%	/	/	-22	/	-3%
O=C(CC1Sc2ccccc2NC1=O)NNc1cc(Cl)ccc1Cl (configuration not stated)	/	/	8%	25	20%	/
C/C(=N\Nc1cccc2cccnc12)c1ccccn1	-9%	-7%	25%	196	6.3µM*	1%
COc1ccc(NC(C)C(=O)N/N=C/c2ccc([N+](=O)[O-])s2)cc1 (configuration not stated)	?	0%	-13%	?	?	-31%
Cc1ccc(C(=O)N2CCN(c3ncccn3)CC2)cc1	-7%	7%	1%	-5	5%	-10%
CCCCn1c2ccc(C)cc2c2nnc(SCCN3CCCCC3)nc21	-12%	16%	8%	-35	?	11%
CC(C)Cn1c(=O)c2sccc2n2c(CCCC(=O)NCc3ccccc3Cl)nnc12	13%	/	/	29	/	-4%
CC(C)(C)C(=O)Nc1ccc(Sc2ccc([N+](=O)[O-])cc2)cc1	-16%	-7%	-3%	-30	?	4%
CCOC(=O)c1c(C)nn(Cc2ccccc2)c1N	?	1%	8%	8	-12%	13%
CS(=O)(=O)NCc1csc(-c2ccccc2)n1	?	5%	-16%	9	10%	-35%
C=CCOc1ccc(/C=C/C(=O)OCC(=O)N(C)C2CCS(=O)(=O)C2)cc1 (configuration not stated)	6%	/	14%	20	/	-1%
CCc1ccc(OCCn2cccn2)cc1	1%	1%	-1%	-15	6%	5%
COC(=O)c1ccc(NC(=O)CNc2ccccc2)cc1	7%	-1%	27%	-27	12%	9%
COc1cc(NC(=O)c2cc3c(CO)cnc(C)c3oc2=Nc2cccc(C(N)=O)c2)cc(OC)c1	5%	9%	0%	-25	6%	0%
Oc1ccc(N=Nc2ccccc2C(F)(F)F)c2cccnc12	0%	-29%	76%[activator]	-97*	3.2µM*	-22%
O=[N+]([O-])c1ccc(Sc2n[nH]c(-c3ccccc3)n2)nc1	-15%	-12%	-3%	-23	12%	1%
Fc1ccc(-c2cnc[nH]2)cc1	2%	-7%	-12%	70	4%	-2%
CCN(CC)c1ccc(/C=N/N2CC(=O)NC2=S)cc1	-6%	/	82%[activator]	-2	0%	-29%
Cc1cc(Cl)ccc1N=Cc1c(O)n(C)c(=O)n(C)c1=O	-15%	5%	/	/	/	2%
Cc1ccc(-c2nc3c4ccccc4n(Cc4cccc(Cl)c4)c(=O)n3n2)cc1	-5%	/	/	41	/	1%

(continued)
molecule	AmpC inh detg	Giardia FBPA inh	AMA1 RON2 block	HCMV antiviral	HCV inhibitor	Sm TGR block
Nc1nnc(SCc2ccccc2)n1-c1ccccc1	5%	-10%	-4%	-30	-2%	4%
c1ccc(CSCc2nc3ccccc3[nH]2)cc1	-13%	-8%	-1%	-20	9%	2%
O=C(COC(=O)c1n[nH]c2ccccc12)NCc1ccccc1	3%	-2%	19%	-12	12%	-3%
Cc1cc(F)ccc1S(=O)(=O)Nc1ccc(C(=O)N(C)Cc2ccco2)cc1	8%	/	-10%	-17	5%	-3%
Cc1cccc(-n2c(-c3ccco3)n[nH]c2=S)c1	?	-4%	43%[activator]	36	23%	0%
CCS(=O)(=O)c1ccc2oc(Nc3ccccc3C)nc2c1	-12%	5%	26%	11	-12%	-21%
CN(C)C(CNC(=O)Cc1c(Cl)cccc1Cl)c1ccccc1 (configuration not stated)	-7%	1%	2%	-39	9%	-2%

From PubChem BioAssay
